Source: PubChem BioAssay (National Center for Advancing Translational Sciences (NCATS))
AmpC inh no detg: inhibitors of E. coli AmpC beta-lactamase without detergent. P00811. AmpC nitrocefin hydrolysis, absorbance 480 nm, 0.0001% Triton. Potency, µM (series often up to 57.1 µM), for inactives: top-dose activity change, negative = inhibition, hits mostly inhibitors. 330,000 compounds, 0.52% hits. AID 485341;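 further: potency means the concentration at half of the fitted maximal effect; plate controls were no compound for no effect and no enzyme for full effect; nearly all actives have a fitted effect of over 20% in size; some results filed as inactive show a strong effect at the top dose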
Target sequence (P00811 whole entry, looked up): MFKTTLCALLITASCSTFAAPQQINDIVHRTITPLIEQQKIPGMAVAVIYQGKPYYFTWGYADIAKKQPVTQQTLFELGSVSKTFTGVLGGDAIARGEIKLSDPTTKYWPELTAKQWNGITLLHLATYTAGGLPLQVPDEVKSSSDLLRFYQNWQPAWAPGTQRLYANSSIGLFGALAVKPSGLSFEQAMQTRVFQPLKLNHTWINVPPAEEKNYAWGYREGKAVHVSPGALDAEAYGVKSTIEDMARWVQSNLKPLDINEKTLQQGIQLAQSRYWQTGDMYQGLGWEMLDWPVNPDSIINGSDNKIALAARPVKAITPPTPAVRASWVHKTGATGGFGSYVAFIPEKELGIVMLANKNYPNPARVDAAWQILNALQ
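20 mM phosphate pH 7.0 + 0.01% (detergent screen) or 0.0001% Triton X-100; 5.3 nM AmpC reagent; cpd preinc 15 min RT; nitrocefin (800 uM stock) to start; A480 q20 s × 4 min; Activity was normalised to no-enzyme and no-compound control wells.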
FBPA Giardia inh: inhibitors of Giardia lamblia fructose-1,6-bisphosphate aldolase | purified Giardia FBPA | 290,000 compounds, 0.71% hits | Potency, µM (top dose mostly 59.6 µM), for the others: at the top dose activity, negative = inhibition, most hits filed as inhibitors; further: potency means the concentration at half of the fitted maximal effect; nearly all actives have a fitted effect of over 55% in size
Target sequence (A8B2U2 whole entry, looked up): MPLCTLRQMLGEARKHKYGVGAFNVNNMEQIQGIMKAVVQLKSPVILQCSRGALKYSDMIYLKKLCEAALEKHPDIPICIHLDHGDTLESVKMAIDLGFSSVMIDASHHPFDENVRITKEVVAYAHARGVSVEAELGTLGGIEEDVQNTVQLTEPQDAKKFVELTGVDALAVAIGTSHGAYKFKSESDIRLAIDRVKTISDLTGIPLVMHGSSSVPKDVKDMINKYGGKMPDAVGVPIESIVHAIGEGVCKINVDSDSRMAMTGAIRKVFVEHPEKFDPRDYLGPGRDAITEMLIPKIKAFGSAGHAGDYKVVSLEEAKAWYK
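Giardia FBPA (40 nM reagent) was preincubated 10 min at RT with compound (up to 57.5 uM final), then substrate plus GAPDH/TPI/NAD/arsenate coupling system with diaphorase/resazurin was added; resorufin fluorescence (525/598 nm) was read after 20 min.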
Sm TGR block: blocks Schistosoma mansoni thioredoxin glutathione reductase; Q962Y6; 360,000 compounds, 3% hits; purified TGR, DTNB reduction, TNB absorbance 405 nm; Potency, µM (titrated, usually from 114 µM), without a hit: at the top dose activity change, negative = inhibition, most hits filed as inhibitors; further: potency means the concentration at half of the fitted maximal effect; nearly all actives have a fitted effect of over 60% in size
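TGR 20 nM + NADPH 100 uM (dispensed conc.), cpd preinc 15 min RT; start with NADPH (500 uM addition) then DTNB (15 mM addition). Kinetic TNB absorbance, 405 nm filter. Four-parameter Hill fit across titration.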
AmpC inh detg: blocks E. coli AmpC beta-lactamase in detergent assay; 370,000 compounds, 0.041% hits; AmpC hydrolysis of nitrocefin, absorbance 480 nm, 0.01% Triton; AID 485294; Potency, µM (top dose mostly 114 µM), inactives show at the highest dose activity change, negative = inhibition, actives largely listed as inhibitors;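 further: potency means the concentration at half of the fitted maximal effect; 0% = no-compound wells and -100% = no-enzyme wells; nearly all actives have a fitted effect of over 25% in size; some results filed as inactive show a strong effect at the top dose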
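AmpC (5.3 nM in the dispensed reagent) in 20 mM phosphate pH 7.0 with 0.01% (detergent screen) or 0.0001% Triton X-100 was preincubated with compounds for 15 min at room temperature. Nitrocefin was then added from an 800 uM solution, and hydrolysis was followed at 480 nm.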
HCMV antiviral: human cytomegalovirus inhibition | HFF cells, HCMV-luciferase reporter, 72 h; hits give low values | activity change, negative = inhibition, % at 57.5 µM | 410,000 compounds, 4.5% hits; in the data active means activity change below about -60%; inconclusive means no clear call, values can overlap the other calls; inactive means above about -39%
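Two compound doses tested in HFFs infected with HCMV-luciferase, MOI 1 PFU/cell, 72 h at 37C. Lysate luminescence read with OneGlo; data normalized against buffer-only and 10uM Salinomycin inhibitor controls.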
HCV inh: inhibitors of hepatitis C virus infection; Huh7.5.1 HCVcc-Cre infection, luciferase reporter, 44 h; Potency, µM (titrated, usually from 41.8 µM), for the others: at the top dose activity change, negative = inhibition, actives largely listed as inhibitors; 340,000 compounds, 3.4% hits; further: potency means the concentration at half of the fitted maximal effect
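Luciferase read-out (15 sec integration) after a 15 min room-temperature substrate step quantifies HCVcc-Cre infection. Cells, 1,000 per well, had compound added 4 h post-plating, then virus at ~0.5 moi, and were cultured 44 h.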
An asterisk follows results filed as active; ? = inconclusive; nt = no result given; & = joins results of further samples; ! = not active in a repeat; [ ] = remark or other dose. Unless noted, the call rests on the fitted dose curve; in most records, active means well fitted curve in the direction sought with a large enough effect; inconclusive means small, poorly fitted or top-dose-only effect, or another doubt; inactive means no such curve, though single readings can be large; an effect the other way counts as inactive or inconclusive. Unless noted, on the % scale 0 is the no-effect control and ±100 the full control effect.

Start of the listing, in advance, two compounds:
mol	AmpC inh no detg	FBPA Giardia inh	Sm TGR block	AmpC inh detg	HCMV antiviral	HCV inh
CCCCOCCCNC(=O)N[C@@H](CCSC)C(=O)OC	-19.1%	6.0%	-27.8%	?	2.5	24.0%
O=C1CC(c2ccccc2)CC2=C1CN(C1CCCCC1)CN2 (centres undefined)	-22.5%	1.4%	8.4%	-4.9%	2.8	12.9%

Results (from the top)
mol	AmpC inh no detg	FBPA Giardia inh	Sm TGR block	AmpC inh detg	HCMV antiviral	HCV inh
CCCCOCCCNC(=O)N[C@@H](CCSC)C(=O)OC	-19.1%	6.0%	-27.8%	?	2.5	24.0%
O=C1CC(c2ccccc2)CC2=C1CN(C1CCCCC1)CN2 (centres undefined)	-22.5%	1.4%	8.4%	-4.9%	2.8	12.9%
CC1CCOC2(O1)C(=O)N(CN1CCN(c3cccc(Cl)c3)CC1)c1ccccc12 (centres undefined)	-9.3%	nt	2.3%	-8.3%	62.3	14.8%
Cc1ccc(C(=O)C2CCOC(C)(C)C2)cc1 (centres undefined)	-7.5%	-0.9%	nt	0.9%	9.8	4.2%
O=C(NCC1(O)CCCCC1)C1CCC(=O)N(Cc2ccccc2F)C1 (centres undefined)	-8.0%	3.2%	2.2%	-1.5%	1.6	nt
Cc1c(C=C2C(=O)NC(=O)NC2=O)c(=O)n(-c2ccccc2)n1C	-9.0%	-4.1%	-2.6%	?	-39.6	8.3%
COc1ccccc1NC(=O)CN1CCN(CC(=O)Nc2ccc(C)c(F)c2)CC1	125.0%[activator]	-2.2%	-17.6%	-5.0%	?	?
CCn1nc(NC(=O)c2ccncc2)c2cc3ccccc3nc21	-6.9%	-3.5%	-0.2%	?	25.5	?
CCOc1ccc(C)cc1S(=O)(=O)NC1CCCCCC1	-4.5%	12.9%	-2.5%	11.5%	6.3	-12.1%
CC(C)CNC(=O)c1cccc(NC(=O)C2CCCO2)c1 (centres undefined)	-22.6%	2.1%	0.2%	?	-28.2	?
COc1ccc(C(C(=O)NC2CCCCC2)N(C(=O)c2ccco2)c2ccccc2C(C)=O)cc1OC (centres undefined)	77.0%[activator]	nt	-21.3%	2.5%	7.0	-6.1%
O=C(N/N=C/c1ccccn1)C12CC3CC(CC(C3)C1)C2	-23.7%	11.4%	2.3%	0.9%	5.6	8.0%
O=C1CCCC(=O)N1c1ccc(N2CCN(c3ccccc3)CC2)c([N+](=O)[O-])c1	27.6%	-2.7%	-14.0%	-11.3%	-37.4	3.2%
CSc1ncccc1C(=O)OCC(=O)c1ccccc1Br	-13.9%	-3.5%	16.7%	3.1%	?	3.8%
CC(=O)OCC(=O)[C@@]1(O)CC[C@H]2[C@@H]3CCC4=CC(=O)CC[C@]4(C)[C@H]3[C@@H](O)C[C@@]21C	13.0%&7.0%	1.8%	10.7%&1.4%	?	45.3&85.0	-6.2%&0.6%
CC(=O)c1ccc(NC(=O)c2ccn[nH]2)cc1	-14.4%	9.8%	2.8%	-6.4%	42.9	-22.9%
CC/C(=N\N=C1\SC(C)C(=O)N1Cc1ccco1)c1ccccc1 (centres undefined)	-25.0%	2.2%	-11.2%	-6.5%	-0.7	-22.0%
COc1ccc(-n2cc(C(=O)N(C)c3cc(C)ccc3OC)c3ccccc3c2=O)cc1	nt	nt	-7.2%	14.9%	-84.9*	nt
c1csc(-c2nnc(COc3ncnc4sccc34)o2)c1	-13.4%	-0.4%	-6.6%	2.8%	-29.9	6.2%
O=C(COc1ccc(Cl)cc1)NCC(c1ccco1)S(=O)(=O)c1ccccc1 (centres undefined)	nt	nt	?	-1.6%	-22.2	nt
Cc1ccc(-n2ncc3c(N4CCCCC4)ncnc32)cc1	nt	nt	2.7%	6.3%	-100.5*	nt
CCOC(=O)N1CCN(S(=O)(=O)c2ccc(C)cc2)C1c1ccc(OC)cc1 (centres undefined)	86.7%[activator]	9.2%	33.6%	3.3%	-17.0	-10.2%
CCc1ccc(C2C3=C(CC(C)(C)CC3=O)Nc3c2c(=O)[nH]c2nc(C)nn32)cc1 (centres undefined)	-27.4%	3.5%	2.2%	-7.0%	23.3	10.9%
COCCCNC(=O)CN1C(=O)CSc2ncccc21	?	-1.2%	1.8%	?	26.1	-1.2%
Cc1ccc(S(=O)(=O)N2CCN(C(=O)CCOc3ccccc3C)CC2)cc1C	66.6%[activator]	nt	11.7%	-13.7%	-16.8	-21.0%

mol	AmpC inh no detg	FBPA Giardia inh	Sm TGR block	AmpC inh detg	HCMV antiviral	HCV inh
C/C(=C/c1oc2ccc(O)cc2c1[N+](=O)[O-])N(C)C	-33.5%	-6.2%	-8.0%	-10.4%	64.3	?
O=C(c1ccc(CN2CCOCC2)cc1)N1CCC(Cc2ccccc2)CC1	132.9%[activator]	0.3%	-13.6%	-14.7%	-9.4	?
COc1ccc(NC(C)=O)cc1S(=O)(=O)Nc1ccccc1C(=O)N1CCCC1	-8.7%	2.9%	nt	3.1%	-0.2	26.2%
CC(Oc1ccc(Cl)cc1Cl)c1nc(-c2ccc(NC(=O)c3cccnc3)cc2)no1 (centres undefined)	56.2%	-19.8%	-4.2%	-12.2%	-72.3*	11.2µM*!
CCNC(=O)NC(=O)COC(=O)CCCc1nc2ccccc2s1	-1.1%[11.4 µM]	17.8%	5.5%	?	41.6	21.7%
Cc1cccc(C(=O)N2CCC(c3nc4ccccc4s3)CC2)c1	43.1%	6.9%	-0.3%	-1.9%	-26.2	-1.6%
Nc1cc(N)nc(SCC(=O)NNC(=O)c2ccc(Cl)cc2)n1	-5.5%	1.0%	6.5%	2.8%	2.4	15.8%
CCC(NC(=O)CCc1c(C)c2cc3c4c(oc3cc2oc1=O)CCCC4)C(=O)O (centres undefined)	-10.1%	6.9%	6.6%	-0.3%	-38.1	11.0%
Cc1ccc(-n2c(C)cc(/C=N/Nc3ccc([N+](=O)[O-])cn3)c2C)cc1	-40.5%	-24.4%	-32.9%	0.6%	-33.0	?
CN(C)/C=C(\C#N)C(=O)N/N=C(\CC(=O)C(F)(F)F)c1ccco1	-13.9%	-1.0%	nt	6.3%	31.2	33.0%[activator]
CCOC(=O)c1c(N)sc2c(O)c(Br)ccc12	-34.5%	-16.7%	?	4.1%	-22.5	?
O=C(O)c1ccc(Cl)cc1Nc1nc2cc(Cl)ccc2o1	-21.7%	1.1%	-6.9%	-7.0%	22.4	11.6%
Cc1ccc(NC(=S)NC(=O)C2CCCCC2)c(Br)c1	-55.5%	nt	nt	nt	68.2	-8.4%
COC(=O)c1cnc[nH]1	-10.2%	-21.4%	-10.2%	-6.2%	-16.2	3.9%
CCOCCCNC(=S)N1CCC(NC(=O)C2CCCCC2)CC1	4.1%	0.4%	4.5%	-0.5%	-31.1	17.1%
O=C(Nc1ccc(C(F)(F)F)cc1)c1cnc(N2CCN(c3ccccn3)CC2)c2ccccc12	-27.0%	-0.7%	2.7%	-14.6%	37.1	-11.8%
COc1ccc(C(=O)OC(C(=O)c2ccc(C)cc2)c2ccccc2)cc1 (centres undefined)	0.9%	2.1%	38.8%[activator]	-6.2%	35.4	18.5%
NC(=O)NCc1ccccc1	-5.1%	5.6%&-12.6%	7.0%	4.7%	68.7	21.4%
CSCCC(NC(=O)c1ccccc1Cl)C(=O)NCC(c1ccco1)N1CCCCC1 (centres undefined)	-7.3%	nt	-1.0%	0.0%	-34.2	-4.4%
CC1(C)Cc2ccccc2/C(=C/C(=O)N2CCCCCC2)N1	117.9%[activator]	-3.8%	-0.6%	-4.7%	-22.0	?
O=c1ccc(-c2nc3ccccc3n2Cc2ccccc2Cl)c[nH]1	43.7%	-7.8%	5.1%	1.8%	2.3	5.6%
CCCCCN1CC(=O)N2Cc3[nH]c4ccccc4c3C[C@H]2C1=O	47.8%	12.6%	14.0%	-1.6%	-13.3	-5.9%
COc1ccc(CN2CCNC(=O)C2CC(=O)NCC2CCOCC2)c(F)c1 (centres undefined)	11.5%	nt	?	-13.7%	-1.7	12.8%
C=CCSc1ncc(CO)n1Cc1ccccc1	-6.3%	-17.3%	10.5%	0.9%	?	-0.8%
COc1ccccc1NC(=O)C(C)OC(=O)CCSc1ccc(F)cc1 (centres undefined)	-15.7%	nt	0.3%	0.0%	-6.6	15.5%

mol	AmpC inh no detg	FBPA Giardia inh	Sm TGR block	AmpC inh detg	HCMV antiviral	HCV inh
COc1ccccc1NC(=O)Cn1c(=O)c(CNc2ccc(C)cc2)cc2cc3c(cc21)OCCO3	nt	nt	1.5%	-3.6%	24.2	nt
COc1ccc(-c2csc3ncnc(NCCCO)c23)cc1	12.7%	-4.1%	-12.9%	?	-68.0*	?
CCCn1c(NC(=O)C2CCN(C(=O)c3ccccc3C)CC2)nc2ccccc21	28.0%	nt	-1.7%	?	-28.3	?
Cc1cc(C(=O)NCc2cccnc2)cs1	-11.0%	-0.1%	-0.8%	?	13.1	?
Cc1oc(-c2ccc(Cl)cc2)nc1CS(=O)CC(=O)N1CCC2(CC1)OCCO2 (centres undefined)	60.6%[activator]	-4.6%	20µM*	?	-39.8	-17.9%
CSc1cc(/C=N/O)c(SC)s1	-17.0%	-3.2%	-24.4%	3.4%	-6.4	10µM*
Cc1c(NC(=O)CSc2nnc(-c3cccnc3)n2N)c(=O)n(-c2ccccc2)n1C	-23.9%	nt	3.2%	?	16.5	26.7%
Cc1cc(C(=O)Nn2c(-c3ccncc3)nc3ccccc3c2=O)ccc1[N+](=O)[O-]	-29.8%	10.5%	3.1%	?	-7.5	-2.3%
Cc1ccc(C(=O)NCCN2CCOCC2)cc1C	-14.5%	-5.3%	-20.0%	?	25.1	19.4%
C[C@H](CO)N1C[C@H](C)[C@@H](CN(C)S(=O)(=O)c2cn(C)cn2)Oc2ccc(NC(=O)C3CC3)cc2C1=O	-3.8%	nt	nt	nt	22.0	21.3%
Cc1cc(C)cc(NC(=O)CCC(=O)Nc2nnc(C(C)C)s2)c1	-19.9%	nt	-9.0%	-1.6%	133.0	-4.0%
Cc1cccc(N(C)C(=O)CCS(=O)(=O)c2cccc3nonc23)c1	0.2%	2.0%	?	-9.2%	-65.8*	-6.9%
CCOc1ccc(/C=C/C(=O)N2CCOCC2)cc1OC	-6.2%	8.3%	3.4%	-4.1%	19.1	-2.4%
Cc1[nH]c2ccccc2c1C(=O)CN1C(=O)C(=O)N(CCC2=CCCCC2)C1=O	-13.0%	nt	-1.6%	-5.9%	62.2	-2.0%

Hits appear at their usual frequency; about 9.9% have a hit in one of these screens.
